Screening results as filed in PubChem BioAssay.
ARFGAP1 inh: inhibits rat ARF GTPase activating protein 1; inhibition, % at 16.5 µM; 360,000 tested, 0.26% active; Arfgap1-stimulated ARF1 GTP hydrolysis, GDP FP detection; AID 651572; Q62848;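 active = inhibition above a per-plate limit, mean inhibition of low control wells plus 3 SD, cut at about 25% in these data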;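 also: 0% = DMSO wells with enzyme and 100% = wells lacking Arfgap1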
Target sequence (Q62848 1-136 limits assumed): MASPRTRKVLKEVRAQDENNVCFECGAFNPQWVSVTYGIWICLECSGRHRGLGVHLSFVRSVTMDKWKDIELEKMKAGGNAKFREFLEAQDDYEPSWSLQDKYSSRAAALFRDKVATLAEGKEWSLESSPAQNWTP
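Replicates: Single well per compound | Assay system: Truncated rat Arfgap1 GAP domain | Control set: No-Arfgap1 wells (100%) versus DMSO full-reaction wells (0%) | Times: Enzyme reaction 120 min at 25 °C after 20 min preincubation | Reagent: Human ARF1(Δ1-17)-GTP substrate | Measured by: Tracer-displacement fluorescence polarization with EDTA stop, 620/688 nm | Measure: Percent inhibition of Arfgap1-stimulated GTP hydrolysis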
GC-B act: GC-B (human) receptor activation | P20594 | 370,000 tested, 0.11% active | activation, % at 10 µM | HEK293-GC-B cells, CNP EC30, cGMP TR-FRET; 0% at EC30 CNP, 100% saturating CNP;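 active = activation at 10 µM reaching about 35% in either raw or pattern-adjusted values, limit read from the data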
GAA850 FXN act: frataxin GAA850 promoter activation; 360,000 tested, 0.56% active; activation, % at 6 µM; HEK293 lucGAA850 FXN promoter luciferase reporter, 24 h; percent of 10 µM SAHA response;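 active = activation above the average of all compounds screened plus 3 SD, cutoff fixed separately per campaign, cut at about 7.5% in these data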;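 also: 0% = DMSO wells and 100% = 10 µM SAHA wells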
ASAP1 GAP inh: inhibitors of human ASAP1 ArfGAP activity; 360,000 tested, 0.19% active; Q9ULH1; inhibition, % at 16.5 µM; ASAP1-stimulated ARF1 GTP hydrolysis, GDP FP detection; in the data active = inhibition above about 25%;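 also: 0% = vehicle with enzyme and substrate and 100% = no enzyme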
Target sequence (Q9ULH1 325-724 limits assumed): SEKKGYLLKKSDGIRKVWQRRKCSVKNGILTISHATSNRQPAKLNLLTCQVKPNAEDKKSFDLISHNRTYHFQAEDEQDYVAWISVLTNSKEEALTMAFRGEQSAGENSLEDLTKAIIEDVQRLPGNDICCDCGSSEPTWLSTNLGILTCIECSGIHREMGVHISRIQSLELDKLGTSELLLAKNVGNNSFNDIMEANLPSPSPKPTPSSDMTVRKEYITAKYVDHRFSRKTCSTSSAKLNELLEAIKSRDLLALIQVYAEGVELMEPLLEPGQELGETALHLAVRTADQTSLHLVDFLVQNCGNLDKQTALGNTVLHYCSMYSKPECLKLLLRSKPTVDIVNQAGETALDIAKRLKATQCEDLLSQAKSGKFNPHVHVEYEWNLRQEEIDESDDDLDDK
ADAM10 inh: inhibitors of human ADAM10; O14672; inhibition, % at 7 µM; 370,000 tested, 0.62% active; recombinant ADAM10, EDANS/DABCYL FRET peptide cleavage, 3 h; AID 720582;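 active = inhibition above a per-campaign cutoff equal to the mean of compounds falling between control-based bounds plus 3 SD, cut at about 20% in these data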;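 also: 0% = DMSO wells while the 100% control is not disclosed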
NPR1 activator: GC-A (human) enzyme activation | AID 1671463 | HEK293 GC-A cells, cGMP TR-FRET, EC30 ANP; 0% at EC30 ANP, 100% saturating ANP | activation, % at 10 µM | 370,000 tested, 0.14% active; in the data active = activation above about 40%
DDE Tn6 FP inh: disrupts Tn6 cyclic peptide binding to fibrin D-Dimer-E complex; 370,000 tested, 0.21% active; P02675; Fibrin DD(E) TRITC-Tn6 fluorescence polarization displacement; inhibition, % at 8.3 µM;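 active = inhibition above a per-campaign cutoff: mean of compounds within control limits plus 3 SD, cut at about 15% in these data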;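 also: 0% = median of all compound wells on the plate and 100% = blocking peptide control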
Target sequence (P02675 whole entry, looked up): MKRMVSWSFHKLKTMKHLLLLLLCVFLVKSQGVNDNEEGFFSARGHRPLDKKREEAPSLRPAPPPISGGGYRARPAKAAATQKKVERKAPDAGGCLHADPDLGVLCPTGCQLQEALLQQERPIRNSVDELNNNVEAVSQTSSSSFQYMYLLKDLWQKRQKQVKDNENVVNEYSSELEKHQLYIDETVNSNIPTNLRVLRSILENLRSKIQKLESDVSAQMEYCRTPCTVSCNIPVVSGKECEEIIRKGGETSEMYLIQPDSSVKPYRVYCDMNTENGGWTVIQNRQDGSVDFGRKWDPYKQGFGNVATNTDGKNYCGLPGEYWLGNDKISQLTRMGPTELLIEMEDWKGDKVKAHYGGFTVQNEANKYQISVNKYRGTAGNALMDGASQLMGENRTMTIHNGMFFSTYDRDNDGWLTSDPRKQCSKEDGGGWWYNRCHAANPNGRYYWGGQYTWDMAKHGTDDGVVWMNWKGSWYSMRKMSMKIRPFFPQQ
rCAG RNA binder: r(CAG) repeat RNA binding | TO-PRO-1 dye displacement fluorescence | inhibition, % at 3 µM | 370,000 tested, 1.3% active | AID 651821;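 active = inhibition above the plate cutoff, the mean of all test compounds on that plate plus 3 SD, cut at about 35% in these data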;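 also: 0% = DMSO alone and 100% = 100 µM mitoxantrone as full dye displacement; higher means more dye released from RNA so lower well fluorescence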
KLK7 zymogen act: activators of human kallikrein-7 zymogen; P49862; purified proKLK7, EDANS-DABCYL substrate fluorescence; 100% is mature enzyme control, 0% vehicle; activation, % at 7 µM; 370,000 tested, 0.9% active; AID 652039;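 active = activation above the mean of all tested compounds plus 3 SD, computed per campaign excluding outliers beyond control limits, cut at about 13% in these data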
HGIII-sPLA2 inh: Inhibits HGIII-sPLA2 liposome hydrolysis, primary screen. inhibition, % at 12.2 µM. 370,000 tested, 0.56% active. Q9NZ20. AID 743126. QFRET BODIPY PC-A2 liposome hydrolysis, fluorescence;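 active = inhibition above mean plus 3 SD of compounds lying within the high and low control bounds, cut at about 19% in these data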;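 also: 0% = median of test compound wells and 100% = no enzyme DMSO wells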
Starred values were filed as active, the others as inactive; i = inactive; . = no result given.

SMILES	ARFGAP1 inh	GC-B act	GAA850 FXN act	ASAP1 GAP inh	ADAM10 inh	NPR1 activator	DDE Tn6 FP inh	rCAG RNA binder	KLK7 zymogen act	HGIII-sPLA2 inh
C[C@H](CCC(=O)O)[C@H]1CC[C@H]2[C@@H]3CC[C@@H]4C[C@H](O)CC[C@]4(C)[C@H]3CC[C@]12C	-16	7	0.3	-6	-6	-3	6	26	0.1	-9
C/C=C/C(=O)N1CC2(CC(c3cccc(NC(=O)CC(c4ccccc4)c4ccccc4)c3)=NO2)C[C@H]1C(N)=O (some centres not stated)	9	5	-0.5	0	11	0	0	14	0.2	-29
COCCN1C(=O)C2=C(C1=O)C1N(C)c3ccccc3[C@@]13C[C@@H](CO)N(C(C)=O)C3=N2 (some centres not stated)	.	0	.	.	-7	3	-1	2	-0.7	7
COc1c(Cl)cc(Cl)cc1C(=O)Nc1ccc(NC(C)=O)cc1	-10	-5	1.0	2	1	-3	1	-3	0.1	1
O=S1(=O)c2ccc(N3CCC[C@H]3CO)cc2O[C@@H]2CCN1C2	.	2	.	.	-3	4	4	0	0.4	2
COc1ccc(CCN=C(N)NS(=O)(=O)c2ccccc2)cc1	17	0	2.6	4	4	-4	1	0	0.1	7
C=CCNC(=O)C(=O)NCC(c1ccc2c(c1)OCO2)N1CCOCC1 (configuration not stated)	-5	-4	-1.2	9	2	1	10	-1	0.5	1
S=C(NCCc1ccccc1)NCC1CCCO1 (configuration not stated)	-6	3	2.6	9	7	4	2	-1	0.1	7
Cc1sc2ncnc(NCc3ccco3)c2c1C	-6	-1	1.7	-2	-9	2	3	6	0.1	2
c1cncc(-c2noc(-c3cccc4ccccc34)n2)c1	-7	-10	2.7	-11	-45	-6	-1	-2	0.1	12
Nc1ccccc1-c1nnc(-c2ccc(-c3ccccc3)cc2)o1	9	-3	6.5	2	-86	8	-6	7	-0.4	3
CC(=O)c1ccc(Sc2ccccc2N)c([N+](=O)[O-])c1	0	-3	1.9	8	-99	3	-3	2	15*	1
COc1ccc(C(=O)Nc2ccc3c(c2)Cc2ccccc2-3)cc1	11	-11	2.5	-5	-7	-8	4	-2	0.2	-8
COc1cc(NS(=O)(=O)c2ccc(NC(=S)NC(=O)c3cccs3)cc2)nc(OC)n1	0	1	-0.4	-1	-6	-1	2	33	-0.8	2
CC12CN3CC(=O)N4CC5(C)CN(CC(C)(C4)C5=O)C(=O)CN(C1)CC(C)(C3)C2=O	-7	3	-0.5	1	-8	2	-4	1	0.2	-1

Among those listed so far, these contain sulfur.
SMILES	ARFGAP1 inh	GC-B act	GAA850 FXN act	ASAP1 GAP inh	ADAM10 inh	NPR1 activator	DDE Tn6 FP inh	rCAG RNA binder	KLK7 zymogen act	HGIII-sPLA2 inh
O=S1(=O)c2ccc(N3CCC[C@H]3CO)cc2O[C@@H]2CCN1C2	.	2	.	.	-3	4	4	0	0.4	2
COc1ccc(CCN=C(N)NS(=O)(=O)c2ccccc2)cc1	17	0	2.6	4	4	-4	1	0	0.1	7
S=C(NCCc1ccccc1)NCC1CCCO1 (configuration not stated)	-6	3	2.6	9	7	4	2	-1	0.1	7
Cc1sc2ncnc(NCc3ccco3)c2c1C	-6	-1	1.7	-2	-9	2	3	6	0.1	2
CC(=O)c1ccc(Sc2ccccc2N)c([N+](=O)[O-])c1	0	-3	1.9	8	-99	3	-3	2	15*	1
COc1cc(NS(=O)(=O)c2ccc(NC(=S)NC(=O)c3cccs3)cc2)nc(OC)n1	0	1	-0.4	-1	-6	-1	2	33	-0.8	2

(further entries)
SMILES	ARFGAP1 inh	GC-B act	GAA850 FXN act	ASAP1 GAP inh	ADAM10 inh	NPR1 activator	DDE Tn6 FP inh	rCAG RNA binder	KLK7 zymogen act	HGIII-sPLA2 inh
CC(=O)Nc1ccc(NC2CCCCC2NS(=O)(=O)c2ccc(Cl)cc2)cc1 (configuration not stated)	-2	3	-0.8	-2	6	-7	1	3	0.2	8
CCc1ccc(C(=O)COC(=O)c2ccc(Cl)nc2)cc1	-4	3	4.2	1	6	2	-3	-2	0.2	-11
O=C(Cn1cc([N+](=O)[O-])ccc1=O)NCC1COc2ccccc2O1 (configuration not stated)	9	3	0.1	6	-4	-3	-7	4	-0.2	-2
Cn1c2ccccc2n2c(=O)c(Cl)c(-c3ccccc3)c(C#N)c12	6	-2	3.9	2	-246	2	0	4	-1.1	16
COCCCN(CCC#N)C(=O)c1c(-c2c(Cl)cccc2Cl)noc1C	0	3	-1.2	5	-9	4	-5	-2	-0.2	11
CCC(C)c1ccc(NC(=O)c2cnn3c(C(F)F)cc(C)nc23)cc1 (configuration not stated)	-5	-4	4.0	15	0	-4	-15	1	-0.1	3
Cn1nc(C(=O)NCc2ccc(F)cc2)c2ccccc2c1=O	14	3	-1.6	-12	6	2	-3	2	0.3	0
C=CCNC(=O)N1CCCC(C(=O)c2cccc(OC(C)C)c2)C1 (configuration not stated)	-3	4	4.0	-13	1	-5	6	-1	-0.1	0
CC(C)Oc1ccc(C2CC(=O)N(c3ccc(C(=O)O)cc3)C2=O)cc1 (configuration not stated)	-1	-2	-0.9	-10	-5	-4	1	1	-0.8	-7
CN(C)C(=O)c1cccc(-c2cc(NC=O)c3ncc(-c4ccc(F)c(Cl)c4)n3c2)c1	2	16	2.4	10	-21	-6	-8	8	-2.2	4
CN1CCN(C(CNS(=O)(=O)c2ccc([N+](=O)[O-])cc2)c2ccc(F)cc2)CC1 (configuration not stated)	5	-4	1.0	-8	4	1	-7	-2	0.2	-25
CC(CC(=O)Nc1ccc2c(c1)c(=O)n(C)n2Cc1cccc(C(F)(F)F)c1)C(F)(F)F (configuration not stated)	0	0	-2.2	-7	i	-1	-3	-4	3.3	2
O=[N+]([O-])c1ccccc1S(=O)(=O)N1CCC(c2cn3ccccc3n2)CC1	.	-2	.	.	-11	1	1	9	-0.8	12
O=C1C=CCCC1	-9	-14	-0.8	-2	3	2	-8	3	0.2	1
COc1ccc(OC)c(/C=C/C(=O)OCC(=O)Nc2nnc(-c3ccccc3)o2)c1	-3	3	-1.9	-5	-200	0	1	45*	-12	-12
CCn1c(SCC(=O)N2CCCCCC2)nc2c([nH]c3ccccc32)c1=O	3	5	0.6	-9	-4	-2	1	-2	0.4	3
Cc1ccccc1NCC(=O)N/N=C/C(Br)=C/c1ccccc1	1	-4	1.4	-7	5	-3	7	7	-0.2	1
O=C(COC(=O)/C=C/c1ccccc1)Nc1cc(C(F)(F)F)ccc1N1CCOCC1	19	0	0.5	-17	-3	-5	3	-4	0.0	9
COC(=O)C[n+]1cccc2ccccc21	-11	-4	-1.2	-1	-25	7	3	-27	-1.2	6
COc1ccc(-n2cc(CNCc3cnc4ccccn34)c(-c3cccc(F)c3)n2)cc1	10	-4	2.4	16	-17	1	-1	-1	0.1	-7
O=C(c1ccc(Br)o1)N1CCN(c2ccc3nnc(-c4ccc(F)cc4)n3n2)CC1	17	-2	1.6	3	-16	15	-5	3	-4.1	7
Cc1cc(C)c2cc(C#N)c(N3CCNCC3)nc2c1	6	-2	-0.5	4	-167	2	2	5	3.3	-7
CC(CC1CC(C)(C)OC1=O)C(=O)Nc1nncs1 (configuration not stated)	13	4	-0.3	-11	3	2	7	0	0.1	4
COc1cccc(NC(=O)c2ccc(NCCCN3CC(C)CC(C)C3)c([N+](=O)[O-])c2)c1 (configuration not stated)	-2	-5	0.5	-3	-3	-6	2	5	0.0	-1
CCOC(=O)N1CCN(C(=S)NC(=O)c2cncc(Br)c2)CC1	-3	-1	2.1	-2	2	1	-2	1	-0.7	13
CCc1nnc(NC(=O)c2ccc(Br)o2)s1	-1	0	0.4	-4	7	3	-3	1	0.0	7
COc1ccc(Cc2c(-c3cccc(Br)c3)nc3cc(C)c(Br)c(C)n23)c(C)c1	-2	-6	.	9	-10	-3	-5	6	-0.1	3
CCOC(=O)c1c(S(=O)(=O)Nc2ccccc2OCC)c(C)n(C)c1C	-6	-2	0.8	-2	-5	-2	-1	1	0.8	-1
COc1cc(CCC(=O)Nc2cccc(S(=O)(=O)N(C)C)c2)cc(OC)c1OC	5	-1	-0.1	-6	-11	-1	5	-5	-0.9	11
CN(C)c1cccc2c1c(NC(=O)Nc1ccc(Cl)cc1Cl)nn2C	4	-4	0.8	-4	3	-4	-5	0	0.4	6

Brought forward from above: 3 entries, then new ones.
SMILES	ARFGAP1 inh	GC-B act	GAA850 FXN act	ASAP1 GAP inh	ADAM10 inh	NPR1 activator	DDE Tn6 FP inh	rCAG RNA binder	KLK7 zymogen act	HGIII-sPLA2 inh
CCOC(=O)c1c(S(=O)(=O)Nc2ccccc2OCC)c(C)n(C)c1C	-6	-2	0.8	-2	-5	-2	-1	1	0.8	-1
COc1cc(CCC(=O)Nc2cccc(S(=O)(=O)N(C)C)c2)cc(OC)c1OC	5	-1	-0.1	-6	-11	-1	5	-5	-0.9	11
CN(C)c1cccc2c1c(NC(=O)Nc1ccc(Cl)cc1Cl)nn2C	4	-4	0.8	-4	3	-4	-5	0	0.4	6
CN(C(=O)COc1ccccc1C(=O)NCCOc1ccccc1)c1ccccc1	12	-8	-10	4	-16	-5	-2	-8	-0.3	5
NC(=O)N/N=C/c1coc2ccc(O)cc2c1=O	1	1	-0.5	3	1	1	8	1	1.8	3
CC1(C)CC(NC(=O)CC2CCCCC2)CC(C)(C)N1	-1	3	3.5	9	-10	-3	4	2	0.0	3
Cc1nc(Cl)sc1C(=O)Nc1cccc(Cl)c1C	-2	2	2.1	-14	3	-1	-8	0	0.6	5
CNC(=S)N(Cc1ccc(OC)cc1)C1CC(=O)N(c2ccc(Cl)cc2)C1=O (configuration not stated)	13	-3	-1.3	2	6	-5	-17	12	0.4	-43
O=C(O)CCCC[C@@H]1SC[C@@H]2NC(=O)N[C@@H]21	3	-5	-1.4	-6	-6	10	1	7	-0.2	6
C=CCN1C(=O)c2ccc(C(=O)N3CCN(S(=O)(=O)c4cccc(Cl)c4)CC3)cc2C1=O	-6	-5	0.5	-5	-14	-3	-6	1	0.4	3
CCOCCCNC(=O)c1cn(C)c(=O)c2cc(OC)c(OC)cc12	0	1	-1.1	-11	-8	-1	-3	2	-0.1	5
COCC(C)NC(=O)c1cc2cc(OC)ccc2[nH]1 (configuration not stated)	8	-3	0.5	15	-200	0	-8	3	0.9	-2
Cc1ccc(C(=O)c2sc3nc4c(cc3c2N)CCC4)cc1	4	-6	8.4*	0	-2	-3	-2	1	0.0	10
CN(CC(=O)NCCc1ccc(F)cc1)Cc1ccccc1	-15	2	0.4	-1	3	1	7	1	0.4	-4

Compounds were not picked by outcome (roughly 4.5% active in at least one column).
